# High-throughput results as filed in PubChem BioAssay.
# aDG glyco up: alpha-DG glycosylation activation. Pro5-aDG cells, alpha-DG glycosylation AlphaScreen (IIH6); 0% Pro5, 100% B10-LARGE cell signal. activation, % at 10 µM. actives 0.22% (n = 360,000);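 active = activation of at least 8% versus controls, or a plate z-score of at least 8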;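 also: Pro5 are CHO cells carrying HIG-tagged alpha-DG that lacks glycosylation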
# H9c2 protect: modulators protecting cardiomyocytes from myocardial damage; H9c2 cardiomyocytes, H2O2 injury protection, ATPLite, 2 h; protection from H2O2 cell death, % at 20 µM; actives 0.63% (n = 360,000); AID 588492;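 active = compounds giving at least 50% protection of heart cells from peroxide-induced death in the single-dose screen, raw or plate-pattern-corrected value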;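 also: 0% = DMSO wells with peroxide and 100% = DMSO wells without peroxide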
# N-glyco inh: blocks N-linked glycosylation in D54 reporter cells; D54 ERlucT glycosylation luciferase reporter, 24 h; percent of 100 nM tunicamycin response; reporter increase, % at 12.5 µM; actives 0.23% (n = 360,000); AID 588692;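 active = mean luciferase reporter signal, scaled so untreated is 0 and the glycosylation-blocking control 100, at or above a set limit in every replicate; inconclusive = mean reaches the limit but not every replicate does; inactive = mean below the limit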;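 also: luciferase carries N-glycosylation sites so blocking glycosylation raises the light; 0% = median of neutral control wells and 100% = median of 100 nM tunicamycin wells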
# iPSC survival up: increases survival of single human iPS cells | actives 0.044% (n = 360,000) | hiPSC single-cell survival, ATPlite luminescence; 100% = ROCK inhibitor wells, 0% = DMSO | survival enhancement, % at 20 µM; in the data active = survival enhancement above about 18%;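 also: cells exposed to compounds for 16 hours before the ATP read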
# ABCB6 inh 2: inhibitors of human ABC transporter ABCB6; K562-ABCB6 porphyrin accumulation, flow cytometry, 1 h; hits give low values; AID 602162; fluorescence ratio to DMSO, % at 10 µM; actives 0.19% (n = 360,000); Q9NP58;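 active = fluorescence ratio to DMSO below 75%, the collection mean minus 3 SD; inconclusive = too few cells collected in the well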;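 also: signal is porphyrin accumulated inside mitochondria; 100% equals median channel fluorescence of DMSO control wells; lower ratio means ABCB6 inhibition with less porphyrin fluorescence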
# Vif inh: HIV Vif inhibition | HEK293T cells, Vif self-association by quenched fluorescence, imaging, 24 h | inhibition, % at 7.49 µM | actives 0.35% (n = 340,000); in the data active = inhibition above about 50%, passing the limit was not always enough; inconclusive = no clear call, values can overlap the other calls; inactive = below about 31%; also: some results filed as inactive read as strong as hits
# m5-HT2A agonist: agonists of mouse serotonin 5-HT2A receptor (HTR2A); P35363; CHO-K1 mHTR2A beta-arrestin complementation, luminescence; percent of 30 µM serotonin response; activation, % at 7.6 µM; actives 0.66% (n = 360,000); AID 624169;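 active = activation above a run cutoff, the mean activation of all tested compounds plus 3 SD, cut at about 14% in these data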;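 also: 0% = plate median of compound wells and 100% = 30 µM serotonin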
# Target sequence (P35363 whole entry, looked up): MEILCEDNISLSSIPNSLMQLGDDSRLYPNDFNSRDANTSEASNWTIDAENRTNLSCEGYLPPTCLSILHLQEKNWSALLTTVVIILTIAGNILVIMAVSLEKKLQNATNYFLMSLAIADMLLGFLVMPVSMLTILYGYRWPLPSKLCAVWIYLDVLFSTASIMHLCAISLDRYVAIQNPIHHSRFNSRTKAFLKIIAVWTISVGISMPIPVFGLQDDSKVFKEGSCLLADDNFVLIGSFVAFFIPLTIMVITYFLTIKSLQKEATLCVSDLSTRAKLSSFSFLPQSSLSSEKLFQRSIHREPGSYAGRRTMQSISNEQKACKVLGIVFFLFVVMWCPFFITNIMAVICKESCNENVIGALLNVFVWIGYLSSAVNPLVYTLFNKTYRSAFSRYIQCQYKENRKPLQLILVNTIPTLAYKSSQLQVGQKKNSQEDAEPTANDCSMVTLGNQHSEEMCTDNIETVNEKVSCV
# Granule exo inh: lytic granule exocytosis inhibition. TALL-104 LAMP-1 surface exposure, flow cytometry; cells stimulated with thapsigargin and PMA. inhibition, % at 10 µM. actives 0.66% (n = 360,000);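 active = inhibition above about 55%, limit read from the data; inconclusive = no clear call, values can overlap the other calls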
# CaV13 ICDI inh: Disruptors of the CACNA1D IQ motif to Ca2+-dependent inactivation inhibitor domain association, primary screening, Förster resonance energy transfer in intact living …. actives 0.098% (n = 340,000). HEK cells, CFP/YFP FRET ICDI-IQ, plate reader, 10 min; percent FRET-ratio fall versus neutral wells. inhibition, % at 12.3 µM. AID 743397;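 active = mean replicate inhibition of at least 30% and at least 1% of replicates passing that level; inconclusive = only one of the two criteria is met; inactive = neither criterion is met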;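 also: 0% = median of the neutral control wells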
# PDI turbidity: inhibitors of human protein disulfide isomerase; actives 0.052% (n = 350,000); PDI insulin aggregation turbidity, A650, 90 min; AID 588391; P07237; inhibition, % at 10 µM;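 active = mean inhibition across replicates of 30% or more, whatever share of single replicates reach that level; inconclusive = mean inhibition below 30% while every single replicate reaches 30%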;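 also: absorbance from insulin aggregation driven by PDI reduction with DTT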
# Target sequence (P07237 whole entry, looked up): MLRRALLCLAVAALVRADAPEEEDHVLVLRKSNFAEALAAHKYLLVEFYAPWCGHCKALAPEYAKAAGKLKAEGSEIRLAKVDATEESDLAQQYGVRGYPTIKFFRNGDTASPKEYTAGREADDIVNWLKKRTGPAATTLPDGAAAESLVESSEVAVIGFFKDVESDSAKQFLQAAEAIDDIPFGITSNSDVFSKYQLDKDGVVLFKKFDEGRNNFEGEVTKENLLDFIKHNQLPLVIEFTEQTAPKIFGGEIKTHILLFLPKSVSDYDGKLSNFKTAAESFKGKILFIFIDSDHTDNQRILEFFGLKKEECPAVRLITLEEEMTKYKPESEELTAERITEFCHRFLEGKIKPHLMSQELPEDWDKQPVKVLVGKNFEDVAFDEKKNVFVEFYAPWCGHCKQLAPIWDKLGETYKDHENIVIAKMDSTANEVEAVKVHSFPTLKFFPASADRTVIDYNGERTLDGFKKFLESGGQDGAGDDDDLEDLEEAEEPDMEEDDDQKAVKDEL
# * marks the source's active call; other numbers are inactive results; ? = inconclusive; . = not tested or not shown.
SMILES,aDG glyco up,H9c2 protect,N-glyco inh,iPSC survival up,ABCB6 inh 2,Vif inh,m5-HT2A agonist,Granule exo inh,CaV13 ICDI inh,PDI turbidity
Cc1cccc(S(=O)(=O)Nc2cccc3c2C(=O)c2ccccc2-3)c1,-0.1,-14,-1,-0.4,101,-14,-9,0,-7,-3
Cc1ccc(-c2nc3ncccn3c2N)cc1,-0.3,.,.,.,.,.,5,0,-8,.
COc1ccc(O)c(/C=N/N2CCCCC2)c1,0.1,-8,0,1.1,97,-8,5,-8,-21,-1
CC(=O)N(Cc1ccc(F)cc1)c1cccc(C)c1C,0.6,5,0,0.0,99,-1,-8,1,-18,-4
COc1ccc(CNC(=O)C/C(C)=N/NC(=O)Cc2ccc(OC)c(OC)c2)cc1,-0.2,6,1,-0.8,97,-3,-3,6,-5,0
O=C(CCc1nc2ccccc2c(=O)[nH]1)Nc1nnc(SCc2ccc(Cl)cc2)s1,0.4,-3,-1,-0.2,98,17,-2,-2,-4,0
COc1ccc(CNC(=O)[C@H](CCSC)NC(=O)N2CCn3c2nc2ccccc23)cc1,-0.2,3,1,-0.5,95,-6,-1,1,-3,4
COCc1cc(C)[nH]c(=O)c1C#N,-0.3,-3,-1,-2.3,96,9,0,-3,.,3
COC(=O)CCC(=O)NC(=S)Nc1ccccc1F,-0.3,6,1,-0.5,100,3,0,4,-6,0
CC1CCCCN1C(=O)CCn1c(=S)oc2ccccc21 (configuration not stated),0.0,3,1,-0.7,97,2,2,-4,-15,10
C[C@H](O)[C@@H]1C(=O)N2CCc3ccc(N4CCOCC4)cc3[C@@H]2C[C@@H]1N(C)C(=O)C(C)(C)C,0.6,2,2,-0.1,101,.,9,0,-3,-5
Cc1sc2nc(COC(=O)CNC(=O)c3ccc(C(C)(C)C)cc3)[nH]c(=O)c2c1C,0.1,30,3,1.1,97,5,3,-1,-6,7
COc1ccc(NC(=O)C/C(C)=N/NC(=O)C2CCCCC2)c([N+](=O)[O-])c1,0.0,0,0,-0.6,103,-6,-4,1,-4,-10
COCCNC(=S)N(C)[C@H]1C[C@H]2c3cc(N4CCN(C)CC4)ccc3CCN2C(=O)[C@H]1[C@H](C)O,0.1,14,-1,5.1,93,4,4,-8,-9,10
C=CCn1c(SCC(=O)NNC(=O)Nc2cccc(Cl)c2)nnc1-c1ccccc1,0.0,-2,1,-0.5,95,9,6,-1,-20,9
O=C(CSc1ncn[nH]1)c1ccccc1,0.0,10,-2,5.4,92,4,1,1,-5,-2
CC1(C)Cc2ccccc2-c2nc(-c3ccccc3)oc(=O)c21,-0.3,-19,0,6.1,96,1,-3,-6,.,6
Cc1ccc(CN(C(=O)c2sc3ccccc3c2Cl)C2CCS(=O)(=O)C2)cc1 (configuration not stated),0.3,-2,-3,-0.9,95,1,-5,0,-6,0
Cc1ccc2nc(-c3ccc(NC(=O)CN4C(=O)NC(C)(c5ccc(OC(F)F)cc5)C4=O)cc3)sc2c1 (configuration not stated),0.4,-11,4,1.6,96,2,5,4,-3,-9
Cc1nnc(SCC2=C(C(=O)O)N3C(=O)C(NC(=O)Cc4ccccc4)C3SC2)s1 (configuration not stated),-0.1,9,2,-0.1,100,19,1,1,-6,21
Cc1ccc(OCC(=O)NNC(=O)C2CCC2)cc1C,0.8,1,-1,-0.2,95,-4,-7,0,-4,1
COc1ccc(/C=C/C(=O)NCC(=O)N/N=C(/CCC(=O)O)c2ccccc2)cc1,0.1,3,2,-0.1,96,1,1,-1,-15,1
CCc1cc2c(=O)n(-c3ccc(C)cc3)cnc2s1,0.0,-10,-3,1.3,88,20,-5,-2,.,-2
CC(C)CC(=O)N1CCN(c2ccc([N+](=O)[O-])c(NCc3ccccc3)c2)CC1,0.1,2,-5,3.3,98,-12,-5,0,-5,3
CC1(C(=O)Nc2ccc3nc[nH]c3c2)CCN1C(=O)Cc1ccc(-c2ccccc2)cc1 (configuration not stated),3.9,-26,0,-2.4,100,.,0,-4,-9,-10
CCN(C)c1ccc(/C=N\n2nnnc2N)cc1,0.0,1,18,-1.8,94,36,5,2,-5,-4
O=C(COC(=O)c1ccc2c(c1)OCO2)Nc1nc(-c2ccccc2)cs1,-0.1,3,3,2.0,98,1,3,-1,-4,-6
CCS(=O)(=O)N1CCCC(C(=O)c2ccc(OC)cc2C)C1 (configuration not stated),25*,-11,-2,-1.2,93,5,-2,4,-2,-2
CS(=O)(=O)N(CC(=O)N1CCOCC1)c1cccc(Cl)c1,0.1,11,3,2.7,99,1,0,1,-15,-5
COCCN=c1scc(-c2cc(OC)c(OC)c(OC)c2)n1/N=C/c1c(C)[nH]c2ccccc12,-0.3,8,6,-0.2,132,1,-3,6,-15,0
COc1ccc(C(=O)NC(=S)Nc2cccc(NC(=O)c3ccco3)c2)cc1[N+](=O)[O-],-0.2,7,3,0.4,89,-1,0,-2,-7,-11
Cn1ccnc1SCC(=O)Nc1sccc1C#N,0.0,30,0,-3.2,88,4,-3,0,.,-12
Nc1nc(N)nc(-c2cc(F)ccc2O)n1,-0.1,0,6,-3.0,101,1,4,-2,-5,-4
COc1ccccc1CNC(=O)c1ccc2c(=O)n3c(nc2c1)CCCCC3,-0.1,15,-6,-0.4,97,-3,5,6,-2,-4
O=C(COC(=O)c1ccccc1Br)Nc1ccc(F)cc1,-0.4,-1,-2,0.6,100,.,0,1,-5,0
COc1ccc(Nc2c3c(nc4ccc(C)cc24)CCC3)cc1,0.2,-14,1,-0.6,98,-6,-6,41,-20,0
Cc1cccc(-n2c(SCC(=O)N3CCCC3)nc3n[nH]c(C)c3c2=N)c1,0.6,2,12,-1.7,99,5,12,0,-5,-7
O=C(NCCCCNC(=O)C1CCCC1)C1CCCC1,-0.4,1,0,0.4,98,-5,2,-2,-6,-4
COC(=O)Nc1ccc(=O)n(Cc2c(Cl)cccc2Cl)c1,-0.2,8,-1,0.7,97,4,5,0,-4,-6
COc1cccc(NC(=S)N2CCN(S(C)(=O)=O)CC2)c1,-0.1,5,-1,0.4,97,7,2,0,-6,-6
CCCCN1C(=O)C(CC(=O)NCc2ccco2)CC(C(=O)N2CCOCC2)=C1C (configuration not stated),0.1,-1,1,-1.3,105,1,-2,1,-3,-3
CC(Cn1cncn1)C(=O)N1CCN(S(=O)(=O)c2ccc(Cl)cc2)CC1 (configuration not stated),0.0,1,0,1.1,88,-5,-6,-9,-2,-10
CC1CCc2c(sc(NC(=O)CSc3ncnc4c3cnn4-c3ccccc3Cl)c2C#N)C1 (configuration not stated),-0.2,-1,-4,-0.1,96,12,7,1,-4,-7
Cc1ccc(NC(=O)CSc2ncn[nH]2)cc1S(=O)(=O)N1CCOCC1,1.3,5,1,-0.2,96,12,-7,-6,-3,4
CN(C)S(=O)(=O)c1cc(NC(=O)CSc2nn(-c3ccc(Cl)cc3)c(=S)s2)ccc1Cl,0.6,-8,-8,-0.9,97,-21,-5,2,-4,-14

# A section from the list above:
SMILES,aDG glyco up,H9c2 protect,N-glyco inh,iPSC survival up,ABCB6 inh 2,Vif inh,m5-HT2A agonist,Granule exo inh,CaV13 ICDI inh,PDI turbidity
Cc1cccc(S(=O)(=O)Nc2cccc3c2C(=O)c2ccccc2-3)c1,-0.1,-14,-1,-0.4,101,-14,-9,0,-7,-3
Cc1ccc(-c2nc3ncccn3c2N)cc1,-0.3,.,.,.,.,.,5,0,-8,.
COc1ccc(O)c(/C=N/N2CCCCC2)c1,0.1,-8,0,1.1,97,-8,5,-8,-21,-1
CC(=O)N(Cc1ccc(F)cc1)c1cccc(C)c1C,0.6,5,0,0.0,99,-1,-8,1,-18,-4
COc1ccc(CNC(=O)C/C(C)=N/NC(=O)Cc2ccc(OC)c(OC)c2)cc1,-0.2,6,1,-0.8,97,-3,-3,6,-5,0
O=C(CCc1nc2ccccc2c(=O)[nH]1)Nc1nnc(SCc2ccc(Cl)cc2)s1,0.4,-3,-1,-0.2,98,17,-2,-2,-4,0
COc1ccc(CNC(=O)[C@H](CCSC)NC(=O)N2CCn3c2nc2ccccc23)cc1,-0.2,3,1,-0.5,95,-6,-1,1,-3,4
COCc1cc(C)[nH]c(=O)c1C#N,-0.3,-3,-1,-2.3,96,9,0,-3,.,3
COC(=O)CCC(=O)NC(=S)Nc1ccccc1F,-0.3,6,1,-0.5,100,3,0,4,-6,0

# Next results follow.
SMILES,aDG glyco up,H9c2 protect,N-glyco inh,iPSC survival up,ABCB6 inh 2,Vif inh,m5-HT2A agonist,Granule exo inh,CaV13 ICDI inh,PDI turbidity
O=c1c2cn[nH]c2nc(SCc2cc(=O)n3cc(Br)ccc3n2)n1-c1ccc(Br)cc1,-0.1,8,-2,-0.5,86,-3,6,6,-2,10
Cc1cc(OC(=O)c2ccccc2F)c([N+](=O)[O-])c(=O)[nH]1,0.1,0,0,0.4,101,-5,5,-4,-2,-7
COCCC(=O)N1CCOCC1c1cc(C(=O)Nc2ccccc2)no1 (configuration not stated),-0.3,8,1,-3.1,102,-4,-2,-3,-7,2
CC(C)C(=O)OCC(=O)Nc1ccc(N=Nc2ccccc2)cc1,-0.5,1,-4,-1.9,101,14,-2,-1,-5,5
C=CCSc1nnc(NC(=O)CCNC(=O)c2ccccc2Cl)s1,-0.4,15,0,-0.9,94,.,1,1,-10,-5
Cc1c(-c2n[nH]c(=S)n2-c2ccc(C(F)(F)F)cc2)nnn1-c1ccccc1,0.1,-2,2,0.3,103,-6,4,4,-13,-10
Cc1ccc(CN2CCN(CCCc3ccccc3)CC2CCO)cc1 (configuration not stated),0.1,2,-1,0.4,99,-2,-11,9,0,-1
CNc1ccccc1C(C)(C)c1cc(-c2cc(C)cc(C)c2)no1,0.2,-16,-13,0.3,96,-2,-1,-4,-2,0
O=C(O)/C=C/C(=O)N(Cc1ccccc1)Cc1ccco1,-0.4,-4,1,0.5,100,?,7,-2,-5,6
COc1ccc(OC)c(CN2CCN(C(=O)c3cccs3)CC2)c1,0.2,0,0,0.4,99,3,33*,0,-3,1
COc1ccc(C(=O)Nc2ccc(C)cn2)cc1S(=O)(=O)N1CCCc2ccccc21,0.3,-2,-6,0.7,88,-11,-2,-1,-14,9
Cc1ccccc1C(=O)c1cccn1CC(=O)NCc1ccc2c(c1)OCO2,0.2,3,0,-1.0,94,-9,1,2,-4,3
O=C(C(=Cc1ccc(F)cc1)C(=O)c1ccccc1)c1ccccc1,-0.2,-6,1,0.5,100,-1,-8,38,-10,.
CC(C)C1Cc2[nH][nH]c(=O)c2C(C2CC2)O1 (configuration not stated),0.0,.,.,1.3,96,.,5,6,-5,.
O=C(c1ccc(-n2cccn2)cc1)N1CCc2ccccc2C1,-0.1,0,0,-0.7,93,-4,-1,0,-2,-2
